Anthrax LF prot: Bacillus anthracis LF protease inhibitors, primary screen, biochemical, multiplex microsphere, MLPCN library; inhibition, % at 10 µM; multiplex microsphere protease cleavage assay; 360,000 tested, 0.12% active; note: plate controls were buffer without enzyme for full effect and enzyme alone for no effect
Target sequence (P15917 whole entry, looked up): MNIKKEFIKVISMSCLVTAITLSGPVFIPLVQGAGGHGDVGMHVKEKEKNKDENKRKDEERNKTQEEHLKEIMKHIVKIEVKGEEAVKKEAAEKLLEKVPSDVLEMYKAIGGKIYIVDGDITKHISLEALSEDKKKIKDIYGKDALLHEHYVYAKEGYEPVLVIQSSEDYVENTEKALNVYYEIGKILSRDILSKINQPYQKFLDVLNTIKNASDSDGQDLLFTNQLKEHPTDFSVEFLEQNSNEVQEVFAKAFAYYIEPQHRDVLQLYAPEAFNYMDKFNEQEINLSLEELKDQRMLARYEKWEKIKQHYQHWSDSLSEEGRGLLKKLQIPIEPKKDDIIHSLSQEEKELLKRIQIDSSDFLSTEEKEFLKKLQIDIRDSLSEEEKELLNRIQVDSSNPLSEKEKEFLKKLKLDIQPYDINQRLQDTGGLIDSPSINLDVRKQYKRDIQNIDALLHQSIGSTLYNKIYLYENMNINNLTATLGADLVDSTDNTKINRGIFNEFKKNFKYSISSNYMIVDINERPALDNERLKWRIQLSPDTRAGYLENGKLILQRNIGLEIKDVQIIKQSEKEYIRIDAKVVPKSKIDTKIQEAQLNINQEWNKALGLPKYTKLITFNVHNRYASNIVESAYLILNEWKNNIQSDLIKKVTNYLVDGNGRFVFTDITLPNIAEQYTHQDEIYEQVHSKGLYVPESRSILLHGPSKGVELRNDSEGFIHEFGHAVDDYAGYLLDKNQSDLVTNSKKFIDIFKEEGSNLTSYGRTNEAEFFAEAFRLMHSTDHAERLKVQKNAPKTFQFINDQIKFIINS
PrPC surface inh: inhibitors of human cell surface prion protein PrPC, primary screen, cell-based, TR-FRET | TR-FRET read-out | inhibition, % at 13.8 µM | 370,000 tested, 0.43% active | AID 720596, 2013; in the data active = inhibition above about 24%; note: 0% = median of the test wells and 100% = reference compound wells
Y pestis TopoI: Yersinia pestis topoisomerase I inhibitors, primary screen, biochemical, cleavage product accumulation, plate reader, single point. DNA topoisomerase I (Yersinia pestis CO92). Y. pestis Topo-I cleavage product accumulation. activity, % at 10 µM. 360,000 tested, 0.064% active. AID 504884, 2011; in the data active = activity above about 50%, passing the limit was not always enough; inconclusive = no clear call, values can overlap the other calls; note: inactives centre near 2
FadD28 FP inh: inhibitors of FadD28 bisubstrate probe binding, primary screen, biochemical, fluorescence polarization, single point; inhibition, % at 12.5 µM; 360,000 tested, 0.22% active; in the data active = inhibition above about 8.5%, passing the limit was not always enough; inconclusive = no clear call, values can overlap the other calls
PfHsp40 rescue: rescue of yeast from PfHsp40 toxicity, primary screen, S. cerevisiae, ATP luminescence; S. cerevisiae expressing PfHsp40, growth rescue; growth rescue, % at 12.5 µM; 340,000 tested, 0.68% active; in the data active = growth rescue above about 28%, passing the limit was not always enough; inconclusive = no clear call, values can overlap the other calls;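 note: yeast W303a lacking pdr1 and pdr3 grown in galactose medium; growth measured after three days at 30 °C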
BoNT-A LC inh2: BoNT/A light chain protease inhibitors, primary screen, biochemical, flow cytometry, MLPCN library; Botulinum neurotoxin type A light chain protease (Clostridium botulinum A str. ATCC 3502); multiplex microsphere protease substrate cleavage; inhibition, % at 10 µM; 360,000 tested, 0.17% active; note: plate controls were buffer without enzyme for full effect and enzyme alone for no effect
TcdB inh: TcdB glycohydrolase inhibitors, primary screen, biochemical, single point, plate reader; Toxin B (Clostridioides difficile), P18177; TcdB glycohydrolase enzymatic assay; inhibition, % at 9.99 µM; 350,000 tested, 0.24% active; in the data active = inhibition above about 10%
CCHFV vOTU inh: CCHFV vOTU protease inhibitors, primary screen, biochemical, Pep-AMC substrate, fluorescence. inhibition, % at 11.5 µM. AID 651958, 2012. 370,000 tested, 0.55% active. Crimean-Congo hemorrhagic fever virus L polyprotein viral ovarian tumor (vOTU) protease …; in the data active = inhibition above about 30%; note: 0% = vehicle wells with enzyme and 100% = no enzyme wells
BoNT-F LC inh: BoNT/F light chain protease inhibitors, primary screen, biochemical, flow cytometry, MLPCN library. Botulinum neurotoxin type F light chain protease (Clostridium botulinum). Multiplex microsphere protease cleavage assay. inhibition, % at 10 µM. 360,000 tested, 0.22% active. AID 588497, 2011; in the data active = inhibition above about 35%, passing the limit was not always enough; inconclusive = no clear call, values can overlap the other calls; note: plate controls were buffer without enzyme for full effect and enzyme alone for no effect
Numbers without * were called inactive; & = joins results of further samples. Cut-off read from the data, not from the text of the source, unless noted: active = inhibition above about 30%; inconclusive = no clear call, values can overlap the other calls; inactive = below that.

What do the screens show for `COc1ccc(C(=O)Nc2ccc3cn[nH]c3c2)c(OC)c1`?
Anthrax LF prot: -8; PrPC surface inh: 6; Y pestis TopoI: 5; FadD28 FP inh: -1.3; PfHsp40 rescue: -2.3; BoNT-A LC inh2: -2.0; TcdB inh: 0.1; CCHFV vOTU inh: -1; BoNT-F LC inh: -7

How did COc1cc2c(cc1OC)/C(=C/C(=O)c1ccc(C)cc1)NCC2 do in these assays?
Anthrax LF prot: 0; PrPC surface inh: 1; Y pestis TopoI: 6; FadD28 FP inh: 1.2; PfHsp40 rescue: 1.1; BoNT-A LC inh2: 1.7; TcdB inh: 1.7; CCHFV vOTU inh: -6; BoNT-F LC inh: 26

Results for CC(CC(=O)OCC(=O)Nc1ccc2[nH]c(=O)[nH]c2c1)c1ccccc1 (stereo not given) ?
Anthrax LF prot: -10; PrPC surface inh: -5; Y pestis TopoI: -5; FadD28 FP inh: -2.8; PfHsp40 rescue: -0.6; BoNT-A LC inh2: 0.5; TcdB inh: -0.8; CCHFV vOTU inh: 6; BoNT-F LC inh: -12

What do the screens show for `Cn1cc(Br)c(-c2cccc(N3C(=O)CC(C)(C)CC3=O)c2)n1`?
Anthrax LF prot: -4; PrPC surface inh: 0; Y pestis TopoI: 1; FadD28 FP inh: -3.6; PfHsp40 rescue: -0.7; BoNT-A LC inh2: -0.8; TcdB inh: 3.8; CCHFV vOTU inh: 4; BoNT-F LC inh: inconclusive

What do the screens show for `COc1ccc(OC)c(CNS(=O)(=O)c2c(C)nc3scc(C)n3c2=O)c1`?
Anthrax LF prot: -4; PrPC surface inh: 0; Y pestis TopoI: 1; FadD28 FP inh: 0.4; PfHsp40 rescue: -0.3; BoNT-A LC inh2: -0.6; TcdB inh: -0.5; CCHFV vOTU inh: 4; BoNT-F LC inh: -5

What do the screens show for `CCN(C(=O)COC(=O)c1cc(S(=O)(=O)Nc2c(C)n(C)n(-c3ccccc3)c2=O)ccc1Cl)C1CCCCC1`?
Anthrax LF prot: -3; PrPC surface inh: 2; Y pestis TopoI: 5; FadD28 FP inh: -0.5; PfHsp40 rescue: 0.0; BoNT-A LC inh2: -0.3; TcdB inh: -0.3; CCHFV vOTU inh: 3; BoNT-F LC inh: 1

What do the screens show for `Cc1cccc(C(=O)NCCC(=O)NCc2ccccc2F)c1`?
Anthrax LF prot: -3; PrPC surface inh: 3; Y pestis TopoI: -4; FadD28 FP inh: -3.8; PfHsp40 rescue: -0.1; BoNT-A LC inh2: 0.3; TcdB inh: 0.6; CCHFV vOTU inh: -10; BoNT-F LC inh: 5

How did CCOc1cc(C2C(C#N)=C(N)Oc3cc(N)ccc32)ccc1O (stereo not given) do in these assays?
Anthrax LF prot: -14; PrPC surface inh: -7; Y pestis TopoI: -10; FadD28 FP inh: 1.3; PfHsp40 rescue: 0.6; BoNT-A LC inh2: -1.0; TcdB inh: -0.5; CCHFV vOTU inh: -9; BoNT-F LC inh: -16

How did CC(C)C(c1nnnn1Cc1cccs1)N1CCN(c2ccccc2)CC1 (stereo not given) do in these assays?
Anthrax LF prot: -1; PrPC surface inh: 10; Y pestis TopoI: 5; FadD28 FP inh: -2.2; PfHsp40 rescue: -0.7; BoNT-A LC inh2: 0.2; CCHFV vOTU inh: 2; BoNT-F LC inh: 7

What do the screens show for `O=C(C1CCCN(S(=O)(=O)c2ccc(Br)s2)C1)N1CCN(c2ccccc2)CC1` (stereo not given)?
Anthrax LF prot: 0; PrPC surface inh: 7; Y pestis TopoI: 25; PfHsp40 rescue: 8.2; BoNT-A LC inh2: -2.1; TcdB inh: 1.9; CCHFV vOTU inh: 8; BoNT-F LC inh: 3

As a short view, 3 of the compounds above.
How did CCOc1cc(C2C(C#N)=C(N)Oc3cc(N)ccc32)ccc1O (stereo not given) do in these assays?
Anthrax LF prot: -14; PrPC surface inh: -7; Y pestis TopoI: -10; FadD28 FP inh: 1.3; PfHsp40 rescue: 0.6; BoNT-A LC inh2: -1.0; TcdB inh: -0.5; CCHFV vOTU inh: -9; BoNT-F LC inh: -16

How did CC(C)C(c1nnnn1Cc1cccs1)N1CCN(c2ccccc2)CC1 (stereo not given) do in these assays?
Anthrax LF prot: -1; PrPC surface inh: 10; Y pestis TopoI: 5; FadD28 FP inh: -2.2; PfHsp40 rescue: -0.7; BoNT-A LC inh2: 0.2; CCHFV vOTU inh: 2; BoNT-F LC inh: 7

What do the screens show for `O=C(C1CCCN(S(=O)(=O)c2ccc(Br)s2)C1)N1CCN(c2ccccc2)CC1` (stereo not given)?
Anthrax LF prot: 0; PrPC surface inh: 7; Y pestis TopoI: 25; PfHsp40 rescue: 8.2; BoNT-A LC inh2: -2.1; TcdB inh: 1.9; CCHFV vOTU inh: 8; BoNT-F LC inh: 3

More compounds
Results for O=C(NCCCN1CCc2ccccc2C1)Nc1ccc(Br)cc1 ?
Anthrax LF prot: 3; PrPC surface inh: 0; Y pestis TopoI: 4; FadD28 FP inh: -4.7; PfHsp40 rescue: -0.8; BoNT-A LC inh2: 1.0; CCHFV vOTU inh: -9; BoNT-F LC inh: 12

Results for CCn1c(=O)cc(OCC(=O)Nc2cccnc2)c2ccccc21 ?
Anthrax LF prot: -1; PrPC surface inh: -2; Y pestis TopoI: 7; FadD28 FP inh: -3.4; PfHsp40 rescue: 0.5; BoNT-A LC inh2: 0.2; CCHFV vOTU inh: -3; BoNT-F LC inh: -8

Results for Cn1c(SCC(=O)NCc2ccccc2)nnc1-c1ccc(NC(=O)CCc2ccccc2)cc1 ?
Anthrax LF prot: -4; PrPC surface inh: -1; Y pestis TopoI: 23; FadD28 FP inh: -2.9; PfHsp40 rescue: 0.3; BoNT-A LC inh2: -0.8; CCHFV vOTU inh: 6; BoNT-F LC inh: -16

What do the screens show for `N/C(=N\OC(=O)Nc1ccccc1)c1ccno1`?
PrPC surface inh: -1; Y pestis TopoI: 6; FadD28 FP inh: -0.5; PfHsp40 rescue: -2.2; TcdB inh: 1.1; CCHFV vOTU inh: -17

How did O=C(COC(=O)c1ccc2c(=O)n3c(nc2c1)CCC3)NC1CCS(=O)(=O)C1 (stereo not given) do in these assays?
Anthrax LF prot: -4; PrPC surface inh: 2; Y pestis TopoI: -1; FadD28 FP inh: -0.3; PfHsp40 rescue: -0.9; BoNT-A LC inh2: -0.1; TcdB inh: 0.8; CCHFV vOTU inh: 12; BoNT-F LC inh: -2

How did CC1=N/C(=C/c2ccco2)C(=O)O1 do in these assays?
Anthrax LF prot: -2; PrPC surface inh: 2; Y pestis TopoI: 0; FadD28 FP inh: -1.9; PfHsp40 rescue: 1.1; BoNT-A LC inh2: -1.6; TcdB inh: 0.5; CCHFV vOTU inh: 11; BoNT-F LC inh: -3

Results for COC(=O)c1cccc(NC(=O)c2ccc(OC)c(Cl)c2)c1 ?
Anthrax LF prot: -4; PrPC surface inh: 4; Y pestis TopoI: -1; FadD28 FP inh: -1.7; PfHsp40 rescue: 5.6; BoNT-A LC inh2: 0.6; TcdB inh: 3.1; CCHFV vOTU inh: -12; BoNT-F LC inh: -1

How did COc1cccc(CNC(=O)C2CCCN(S(C)(=O)=O)C2)c1 (stereo not given) do in these assays?
Anthrax LF prot: 0; PrPC surface inh: 1; Y pestis TopoI: 1; FadD28 FP inh: -2.3; PfHsp40 rescue: -0.4; BoNT-A LC inh2: 1.3; CCHFV vOTU inh: 4; BoNT-F LC inh: 5

What do the screens show for `CCCCNC(C(=O)Nc1ccc(Cl)c([N+](=O)[O-])c1)c1ccccc1` (stereo not given)?
Anthrax LF prot: 4; PrPC surface inh: -9; Y pestis TopoI: 6; FadD28 FP inh: -0.5; PfHsp40 rescue: 0.9; BoNT-A LC inh2: 0.6; CCHFV vOTU inh: -10; BoNT-F LC inh: -6

Results for COc1ccc(Br)cc1/C=N/NC(=O)c1cc(OC)c(OC)c(OC)c1 ?
Anthrax LF prot: -1; PrPC surface inh: 8; Y pestis TopoI: 15; FadD28 FP inh: -8.0; PfHsp40 rescue: 0.6; BoNT-A LC inh2: 0.0; CCHFV vOTU inh: 12; BoNT-F LC inh: -8

How did CCN(CC(=O)Nc1ccc2c(c1)OCO2)CC(=O)Nc1ccccc1C(F)(F)F do in these assays?
Anthrax LF prot: 10; PrPC surface inh: 5; Y pestis TopoI: 6; FadD28 FP inh: -2.4; PfHsp40 rescue: 1.7; BoNT-A LC inh2: 0.5; TcdB inh: 0.2; CCHFV vOTU inh: -5; BoNT-F LC inh: -4

Results for CC(C)Cc1nnc(NC(=O)c2cccc(S(=O)(=O)N3CCN(C)CC3)c2)s1 ?
Anthrax LF prot: -2; PrPC surface inh: 5; Y pestis TopoI: -14; FadD28 FP inh: -0.5; PfHsp40 rescue: 0.1; BoNT-A LC inh2: 2.1; TcdB inh: -0.9; CCHFV vOTU inh: 13; BoNT-F LC inh: -2

What do the screens show for `CC1(C)Cc2c(sc3c2c(=N)n(Cc2ccco2)c(=O)n3Cc2ccc(Cl)cc2)CO1`?
Anthrax LF prot: -3; PrPC surface inh: -7; Y pestis TopoI: 37; FadD28 FP inh: -4.9; PfHsp40 rescue: -1.0; BoNT-A LC inh2: 0.9; CCHFV vOTU inh: 0; BoNT-F LC inh: 7

What do the screens show for `CCCNC(=O)c1cc2c(c(-c3cccc(-c4cc5ccccc5o4)c3)n1)[C@H](CCO)N(C(=O)NC(C)C)C2`?
Anthrax LF prot: -1; PrPC surface inh: 1; BoNT-A LC inh2: -0.7; TcdB inh: -0.5&2.4; CCHFV vOTU inh: -4; BoNT-F LC inh: -2

Results for FC(F)(F)c1nnc2n1N=C(c1ccccc1)CS2 ?
Anthrax LF prot: -13; PrPC surface inh: 8; Y pestis TopoI: -4; FadD28 FP inh: -0.6; PfHsp40 rescue: 3.0; BoNT-A LC inh2: -1.5; TcdB inh: 1.0; CCHFV vOTU inh: -6; BoNT-F LC inh: -2

Results for O=C1NCCN/C1=C\C(=O)c1ccc(Cl)cc1 ?
Anthrax LF prot: 1; PrPC surface inh: -35; Y pestis TopoI: 3; FadD28 FP inh: -0.7; BoNT-A LC inh2: -0.3; TcdB inh: 9.1; CCHFV vOTU inh: 13; BoNT-F LC inh: -7

Results for COc1ccc(NC(=O)c2ccco2)cc1NC(=O)c1cc2ccccc2o1 ?
Anthrax LF prot: 3; PrPC surface inh: -7; Y pestis TopoI: -2; FadD28 FP inh: 0.0; PfHsp40 rescue: 0.3; BoNT-A LC inh2: -1.2; CCHFV vOTU inh: 0; BoNT-F LC inh: -6

How did O=C(Nc1ccc2c(c1)OCO2)C1CC(=O)N(CCc2ccccc2)C1 (stereo not given) do in these assays?
Anthrax LF prot: 6; PrPC surface inh: 9; Y pestis TopoI: 3; FadD28 FP inh: -0.6; PfHsp40 rescue: -0.3; BoNT-A LC inh2: 0.2; TcdB inh: -0.7; CCHFV vOTU inh: -12; BoNT-F LC inh: -7

How did OCC(CO)(CO)n1cnnn1 do in these assays?
Anthrax LF prot: 1; PrPC surface inh: -3; Y pestis TopoI: 7; FadD28 FP inh: -0.3; PfHsp40 rescue: -1.2; BoNT-A LC inh2: -0.2; CCHFV vOTU inh: 2; BoNT-F LC inh: -10

How did O=C(c1cc(COc2cccc3cccnc23)on1)N1CCC[C@H]1CO do in these assays?
Anthrax LF prot: 1; PrPC surface inh: 4; Y pestis TopoI: 7; FadD28 FP inh: -0.2; BoNT-A LC inh2: 1.6; TcdB inh: 0.9; CCHFV vOTU inh: -6; BoNT-F LC inh: 13

How did COc1ccc(S(=O)(=O)NCc2cccs2)cc1 do in these assays?
Anthrax LF prot: 2; PrPC surface inh: 4; Y pestis TopoI: -1; FadD28 FP inh: 0.9; PfHsp40 rescue: 1.1; BoNT-A LC inh2: 0.1; CCHFV vOTU inh: -11; BoNT-F LC inh: -1

From PubChem BioAssay
